Screens (PubChem)
TWEAK Fn14 block = inhibitors of TWEAK-Fn14 signaling, primary screen, luciferase reporter cells, uHTS | TWEAK-stimulated Fn14 reporter cells, luciferase luminescence, 8 h | inhibition, % at 10 µM | 360,000 compounds, 2% hits | AID 1159606, 2016; in the data active = inhibition above about 50%
NCOA1 inh = SRC1 coactivator transcriptional activity inhibitors, primary screen, cell-based, luminescence. 360,000 compounds, 0.12% hits. Nuclear receptor coactivator 1 (Homo sapiens), Q15788. HEK293 GAL4-SRC1 luciferase reporter. inhibition, % at 3.6 µM;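 active = inhibition above the campaign mean plus 3 SD, with each screening campaign given its own cutoff, cut at about 60% in these data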;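 also: 0% = DMSO treated cells and 100% = gossypol at 36 µM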
CF NFkB inh = inhibitors of PAF-induced NF-kB signaling, primary screen, cell-based, GFP fluorescence, uHTS; KKLEB NF-kB-GFP reporter, GFP fluorescence overnight; inhibition, % at 5 µM; 360,000 compounds, 0.86% hits;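 active = at least 50% inhibition at 5 µM, scaled per plate between neutral and stimulator controls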;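 also: PAF is a Pseudomonas aeruginosa culture filtrate used as stimulus; plate controls were PAF-stimulated DMSO wells for no effect and unstimulated DMSO wells for full effect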
TRAIL sens C8 = viability loss with TRAIL in NB7+C8 cells, primary screen, TRAIL sensitizer project, cell-based, ATPlite luminescence. inhibition (viability loss, TRAIL sensitization), % at 10 µM. 360,000 compounds, 1% hits;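 active = compounds causing at least 50% loss of cell viability in the single-dose screen, relative to plate controls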
NR2F2 inh = NR2F2 transcriptional activity inhibitors, primary screen, cell-based, luciferase reporter, HEK293T, luminescence; COUP transcription factor 2 (Homo sapiens), P24468; HEK293T NGFI-A luciferase reporter; inhibition, % at 8.6 µM; 370,000 compounds, 0.7% hits;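 active = inhibition above a per-plate cutoff, mean inhibition of test wells between control levels plus 3 SD, cut at about 38% in these data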;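 also: cells cotransfected with COUP-TFII expression vector driving the NGFI-A reporter; 0% = median of COUP-TF2 test wells and 100% = reporter-only cells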
Target sequence (P24468 whole entry, looked up): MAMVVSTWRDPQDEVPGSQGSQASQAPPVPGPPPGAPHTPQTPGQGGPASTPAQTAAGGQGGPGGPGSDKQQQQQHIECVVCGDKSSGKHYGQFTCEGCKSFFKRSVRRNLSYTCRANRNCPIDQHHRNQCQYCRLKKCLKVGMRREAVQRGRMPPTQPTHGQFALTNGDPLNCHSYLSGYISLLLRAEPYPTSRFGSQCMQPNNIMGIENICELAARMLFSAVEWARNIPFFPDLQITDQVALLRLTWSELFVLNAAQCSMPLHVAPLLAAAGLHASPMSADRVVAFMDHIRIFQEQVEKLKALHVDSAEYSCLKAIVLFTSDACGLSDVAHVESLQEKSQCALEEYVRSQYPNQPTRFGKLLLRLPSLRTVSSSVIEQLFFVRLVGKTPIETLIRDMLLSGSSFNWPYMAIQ
LRH-1 inv ag = LRH-1 (NR5A2) inverse agonists, primary screen, cell-based, luminescence, HEK293T, StAR-luciferase reporter; Nuclear receptor subfamily 5 group A member 2 (Homo sapiens), O00482; 360,000 compounds, 0.13% hits; inhibition, % at 3.6 µM; AID 602396, 2012; LRH-1 transfected, 24 h;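 active = inhibition above the mean inhibition of all tested compounds plus 3 SD, cut at about 73% in these data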;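 also: 0% = DMSO wells and 100% = reporter-only cells lacking LRH-1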
Target sequence (O00482 whole entry, looked up): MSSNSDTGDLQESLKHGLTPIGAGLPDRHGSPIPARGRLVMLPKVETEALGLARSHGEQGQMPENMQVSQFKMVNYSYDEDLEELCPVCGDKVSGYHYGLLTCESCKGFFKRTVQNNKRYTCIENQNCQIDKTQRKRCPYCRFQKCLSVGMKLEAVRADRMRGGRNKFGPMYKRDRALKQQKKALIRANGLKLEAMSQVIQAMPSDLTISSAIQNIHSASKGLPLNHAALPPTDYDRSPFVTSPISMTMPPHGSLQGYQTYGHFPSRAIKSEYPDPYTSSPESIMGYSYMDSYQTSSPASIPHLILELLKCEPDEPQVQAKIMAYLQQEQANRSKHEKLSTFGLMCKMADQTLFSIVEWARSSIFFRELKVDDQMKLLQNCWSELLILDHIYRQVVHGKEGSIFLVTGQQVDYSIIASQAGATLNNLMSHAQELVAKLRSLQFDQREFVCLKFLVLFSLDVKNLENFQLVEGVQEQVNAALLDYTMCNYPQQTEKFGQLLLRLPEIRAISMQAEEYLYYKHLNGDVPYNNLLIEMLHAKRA
EBV LMP1 NFkB = EBV LMP1-driven NF-kappaB luciferase reporter inhibitors, primary screen, cell-based, luminescence, single point. 350,000 compounds, 0.69% hits. inhibition, % at 12.5 µM. LMP1-induced NF-kappaB luciferase reporter cells; in the data active = inhibition above about 41%;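 also: 0% = neutral control wells and 100% = reference inhibitor control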
KKLEB cytotox = cytotoxicity in KKLEB CF airway cells, primary screen, cytotoxicity control for CF NF-kB inhibitor project, cell-based, uHTS, fluorescence assay plates. KKLEB CF airway cells viability, ATPlite luminescence, overnight; active compounds read low; cells stimulated with P. aeruginosa culture filtrate. activity change (cytotoxicity), % at 5 µM. 360,000 compounds, 0.36% hits;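 active = corrected activity change at or below -50% at 5 µM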
NCOA3 inh = SRC3 coactivator transcriptional activity inhibitors, primary screen, cell-based, luminescence; Nuclear receptor coactivator 3 (Homo sapiens), Q9Y6Q9; HEK293 GAL4-SRC3 luciferase reporter; inhibition, % at 3.6 µM; 360,000 compounds, 0.17% hits; AID 588352, 2011;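 active = inhibition above a per-campaign cutoff, the mean of all compounds plus 3 SD, cut at about 60% in these data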;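 also: 0% = DMSO-treated cells and 100% = gossypol-treated cells at 36 µM; higher means less SRC3-driven luciferase light from the GAL4 reporter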
TROY signal inh = inhibitors of TROY-driven NF-kB signaling, primary screen, Q293 LMP1-TROYcd cells, NF-kB luciferase, uHTS | 360,000 compounds, 0.98% hits | inhibition, % at 10 µM | Q293 LMP1-TROYcd NF-kB luciferase reporter, 4 h | AID 1347056, 2019;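 active = compounds whose plate-normalised and pattern-corrected inhibition of the luciferase reporter signal at the single screening dose is 50% or more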
Shn3 inh set2 = reduction of Shn3 3'UTR firefly luciferase signal, primary screen, Schnurri-3 inhibitor project, cell-based, Clone20 osteoblasts, set 2; Clone20 osteoblast Shn3 3'UTR firefly luciferase, 24 h; inhibition, % at 12.5 µM; 360,000 compounds, 0.52% hits; AID 588674, 2011;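 active = mean inhibition of at least 75% with every replicate also reaching 75%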;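 also: 0% = median of neutral control wells and 100% = pilot-screen positive control compound; some compounds past the cut are filed as inactive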
* marks the source's active call; other numbers are inactive results; nt = no result given. These rows are one share of the data, so the mix of outcomes need not match the whole.

SMILES	TWEAK Fn14 block	NCOA1 inh	CF NFkB inh	TRAIL sens C8	NR2F2 inh	LRH-1 inv ag	EBV LMP1 NFkB	KKLEB cytotox	NCOA3 inh	TROY signal inh	Shn3 inh set2
O=C(OCc1nnc(-c2ccccc2)o1)c1ccc(S(=O)(=O)NCc2ccco2)cc1	-7.6	-12.4	12.6	-8.2	1.8	7.0	-4.4	-4.7	6.2	9.7	-11.8
Cc1ccc(S(=O)(=O)N2CCCC(C(=O)NC3CCCC3)C2)cc1 (stereo unspecified)	9.3	-7.8	-1.7	3.7	-13.7	7.0	22.5	-3.2	-3.1	-4.2	-0.3
COc1ccccc1N1CCN(C2CCCN(C(=O)CCc3cnn(C)c3)C2)CC1 (stereo unspecified)	4.9	-19.9	4.0	0.4	6.1	27.5	4.4	5.2	16.5	-0.1	6.8
NC(=O)COC(=O)c1c2c(nc3ccccc13)CCCCC2	4.7	-6.0	0.5	-3.5	-8.3	-3.8	-1.1	-4.4	19.1	54.8*	-9.3
Cn1c(=O)n(C)c2cc(S(=O)(=O)NCC(=O)O)ccc21	2.0	-9.1	7.8	-4.7	4.1	-1.3	-0.4	2.4	15.1	9.8	14.9
C/C(=N/NS(=O)(=O)c1cc(C)ccc1C)c1ccncc1	10.1	2.2	-7.5	5.3	8.2	10.9	-12.3	7.4	-8.3	29.8	-1.1
C=CCn1c(=O)[nH]c(=O)c2c(N)c(C(=O)c3ccc(OC)cc3)sc21	15.9	5.3	32.4	-9.0	-7.0	21.4	8.1	8.7	15.0	14.8	15.3
CC1CCCN(C(=O)COC(=O)CNC(=O)c2ccc(Br)cc2)C1 (stereo unspecified)	3.7	-12.9	0.8	-2.5	10.8	-3.7	-0.9	-6.5	12.2	2.3	0.6
CSc1ccccc1C(=O)NCc1ccc2c(c1)OCO2	-0.8	1.0	-18.9	10.1	1.0	-2.4	-2.7	1.9	3.3	-4.5	-2.9
CCOC(=O)C1CCN(C(=O)c2[nH]c(C(F)(F)F)nc2-c2ccccc2)CC1	-10.7	-11.2	5.2	-15.1	-14.0	6.2	nt	1.2	6.8	-9.6	-2.1
Cc1c(C)c2cc(Cl)c(OCC(=O)Nc3ccccn3)cc2oc1=O	-19.5	-10.6	-14.1	-7.2	-17.9	-11.8	-7.2	-2.8	-28.3	-6.3	-0.8
CC1Cc2ccccc2N1C(=O)CSc1nnc(Cn2nnc3ccccc32)n1C (stereo unspecified)	15.0	-2.3	-7.2	-5.4	-16.4	12.5	-24.0	2.9	10.3	-3.0	-6.9
Cc1cc2ncn(/N=C/c3ccc(-c4ccccc4)o3)c2cc1C	-2.5	1.3	5.7	2.4	12.3	-25.4	3.7	-12.5	-15.5	0.6	-12.0
CCC(C)c1ccc(NC(=S)NN2CCOCC2)cc1 (stereo unspecified)	-9.0	-12.6	15.6	-6.4	-21.3	-11.2	-9.9	-16.1	1.9	0.0	-28.8
COC(=O)C1=C(C)Nc2nc3ccccc3n2C1c1ccccc1F (stereo unspecified)	12.6	-1.9	20.1	13.9	-9.8	-7.3	nt	-12.1	8.9	13.0	nt
Cc1ccc(Cl)cc1N1CCN(C(=O)c2ccc(CN3CCOCC3)cc2)CC1	14.8	-5.7	26.6	9.8	31.2	17.9	11.1	-5.7	24.5	16.4	3.2
COc1ccc(CCn2c(C)cc(C(=O)CSc3nc(N)cc(=O)[nH]3)c2C)cc1	20.1	11.0	-13.8	23.3	34.0	38.3	3.2	2.1	25.7	1.8	68.6
COc1cc(C(C)=O)ccc1OCC(O)CNCC(O)c1ccccc1 (stereo unspecified)	-0.9	11.7	7.0	-13.0	-3.5	-3.4	5.1	2.5	-43.9	14.0	16.2
CC1CCCN(c2ccc3nncn3n2)C1 (stereo unspecified)	1.5	9.8	6.6	-18.4	-33.1	12.3	-3.1	1.5	-6.8	-9.0	0.5
CCn1c(CSc2nc3ccccc3s2)nnc1SCC(=O)c1ccc2c(c1)OCCO2	26.4	-8.4	2.3	-1.2	6.0	9.6	3.7	-8.1	3.9	3.3	-4.3
COCCn1c(SCc2ccc(OC)c(F)c2)nnc1-c1ccncc1	9.2	0.1	3.6	-15.2	-3.0	-9.7	2.0	-4.1	-5.7	-15.1	-14.9
Cc1cc(Br)ccc1SCC(=O)NCC(c1ccco1)N1CCCCC1 (stereo unspecified)	9.4	1.1	0.6	11.9	-6.8	2.2	-13.7	-2.2	-24.4	-8.0	13.2
O=C(c1cnc2n(c1=O)CCS2)N1CCc2ccccc21	-7.7	-27.9	16.5	2.3	-8.6	-11.6	2.7	-0.5	6.1	2.3	-2.7
COC(=O)CNC(=O)CSc1nc2sc(-c3ccccc3)cc2c(=O)n1-c1ccccc1	17.4	-9.5	-16.5	6.5	25.8	-25.9	-0.1	18.5	1.0	23.1	11.2
Cc1ccccc1CN1CCN(CC(=O)NCc2ccccc2)C1=O	-8.4	2.5	11.5	3.2	-5.0	-1.3	-10.1	-5.5	14.4	-1.2	0.9
Next entries follow:
SMILES	TWEAK Fn14 block	NCOA1 inh	CF NFkB inh	TRAIL sens C8	NR2F2 inh	LRH-1 inv ag	EBV LMP1 NFkB	KKLEB cytotox	NCOA3 inh	TROY signal inh	Shn3 inh set2
CCOC(=O)n1c(=O)n(Cc2ccc(Cl)c(Cl)c2)c2ccccc21	7.1	-2.7	16.3	-12.3	24.2	-7.3	11.7	-4.9	-6.0	6.5	17.9
COc1ccnc(N=CNOCc2ccc(C)cc2)c1C#N	-34.7	-9.8	8.4	1.0	1.5	-13.8	20.0	1.7	-4.0	-28.1	-21.5
CC(NCCN(C)C)C1CCC2C3CCc4cc(O)ccc4C3CCC12C (stereo unspecified)	-71.7	6.2	-2.1	15.8	-16.7	-2.0	2.8	-8.8	9.8	-14.4	10.3
COc1ccc2c(c1)C(C1C(=O)CCCC1=O)c1ccccc1O2 (stereo unspecified)	10.7	3.5	17.7	-1.6	5.9	-12.4	0.6	-4.1	-2.9	nt	-2.0
CCOC(=O)c1ccc(N2CCOCC2)c(NC(=O)c2ccc3c(c2)OCO3)c1	9.3	-10.5	-0.4	10.8	11.9	24.1	-2.6	-7.9	16.7	-7.4	29.4
C=CCN(CC=C)C(=O)C1CCN(Cc2ccc(OCc3ccccc3)cc2)CC1	13.8	-15.4	6.9	5.2	-4.8	6.6	5.0	-7.3	-11.7	-7.0	2.9
FC(F)(F)c1cnc(Sc2ncn[nH]2)c(Cl)c1	2.8	-0.1	-11.3	-4.8	-5.9	-28.2	1.8	-17.0	15.0	-16.7	0.7
O=C(NCc1ccc2c(c1)OCO2)NC12CC3CC(CC(C3)C1)C2	-15.1	9.2	4.5	-18.0	7.6	1.1	5.3	-7.5	13.5	6.4	5.7
CC1CCc2c(sc(/N=C/N(C)C)c2C#N)C1 (stereo unspecified)	-34.3	-43.3	-6.6	1.7	-27.3	-81.5	-24.6	-0.4	-58.6	-41.3	-93.7
COc1ccc(C(=O)NCC(=O)N2CCN(c3ccc(Cl)cc3)CC2)cc1	8.8	1.5	-5.1	0.9	6.4	10.0	-9.4	3.9	7.5	12.9	-15.1
COc1cc(C(=O)NNC(=O)COc2ccccc2Cl)ccc1OCC(=O)N1CCOCC1	-5.8	-9.5	15.9	-2.0	2.9	2.4	-9.7	-34.5	4.6	-14.2	-38.7
CCOC(=O)Cc1csc(N/N=C/c2ccc(C(F)(F)F)cc2)n1	45.0	-13.1	13.4	5.9	1.2	-2.5	25.4	-1.7	-4.8	-2.0	29.8
O=C1CC(c2cccc([N+](=O)[O-])c2)c2ccc3ccccc3c2N1 (stereo unspecified)	-12.4	9.8	-27.8	12.1	-6.8	47.9	-18.2	1.5	-10.2	12.3	26.3
COc1ccc(NC(=O)CSc2nc3ccccc3cc2Cc2ccccc2)cc1	-5.9	-1.1	20.8	4.4	4.7	-3.0	-0.2	-42.9	11.9	-20.5	38.5
CCCC(=O)Nc1ccc(NC(=O)c2cccc(OC)c2)nc1	8.1	-83.6	-15.8	8.7	-38.2	-53.6	-3.4	4.5	-90.7	-42.1	-36.6
O=C(c1cccc(C(=O)N2CCN(c3ccc(F)cc3)CC2)c1)N1CCN(c2ccc(F)cc2)CC1	31.4	9.3	-10.8	12.3	nt	29.4	20.8	6.3	31.5	31.7	32.7
O=C(c1ccc(COc2ccccc2Br)cc1)N1CCCCCC1	-43.0	-12.6	-1.4	-0.8	-2.0	20.7	-9.0	-2.7	-1.2	-31.4	-12.4
CN1CCn2cnc(C(=O)NCCCCCNC(=O)OC(C)(C)C)c2C1=O	-11.2	-3.9	-1.7	11.9	-9.8	-9.1	-9.1	-3.9	-21.0	2.4	3.9
Cc1ccc(S(=O)(=O)N(C)CC(=O)NCC(c2ccco2)N(C)C)cc1 (stereo unspecified)	11.8	-9.1	15.6	-10.2	-0.4	-1.1	1.1	-19.6	12.0	-5.4	5.9
COc1cc(C(=O)NC2=C(C#N)CCC2)cc(OC)c1OC	2.8	5.2	-7.6	16.5	1.0	16.6	6.9	-4.1	8.2	15.1	-7.9
Cc1ccc(-c2nnc(CSc3nnc(C)s3)o2)cc1	-20.5	-55.0	-17.3	-4.5	-18.4	-33.3	1.1	4.5	-44.6	-49.6	2.6
CNc1nc(-c2ccccc2)c2sccc2n1	8.5	-1.2	17.1	3.4	-5.3	0.7	nt	-10.2	-14.0	-14.8	10.8
COc1ccc(Cl)cc1N(CC(=O)NCCSCc1ccccc1)S(C)(=O)=O	12.3	9.9	1.4	-10.2	18.6	6.0	6.5	-1.8	-17.9	-24.0	20.8
CCCN(CCC)CCNC(=O)CCC(=O)Nc1ccc2nc(N3CCOCC3)cc(C)c2c1	0.8	-61.9	-2.9	-0.2	-38.8	-65.8	-9.1	-1.2	-49.6	-9.9	-14.2
CCN(CC)CCCN1C(=O)c2oc3ccccc3c(=O)c2C1c1cc(OC)ccc1OC (stereo unspecified)	-0.1	6.1	-2.8	-10.6	18.0	9.4	4.9	-1.0	-11.1	9.9	-2.8
CCSc1nnc(-c2c[nH]c3ccccc23)o1	2.9	-108.3	-18.5	-0.9	nt	-63.0	-9.3	3.8	-59.8	-60.8	-74.8
